Compound activity deposited in PubChem by several laboratories.
eIF4E 4G PPI: eIF4E/eIF4G interaction inhibition in translation initiation; P63073+Q04637; TR-FRET eIF4E-eIF4GI(517-606) binding, 2 h; inhibition, % at 21.7 µM; 0.37% of 220,000 active; AID 782;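 active = inhibition above about 30%, limit read from the data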;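 also: 0% = full FRET control wells and 100% = background wells lacking eIF4GI fragment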
Rad51 HR inh: Rad51 (human) homologous recombination inhibition. 0.085% of 200,000 active. Q06609. hRad51 DNA strand exchange, fluorescence dequenching. inhibition, % at 10 µM;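 active = inhibition above 40% at the single screening dose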;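 also: 0% = DMSO control wells and 100% = blanks with heterologous ssDNA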
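Material: hRad51 filaments on single-stranded DNA; Reagent: Donor/quencher-labelled 47-bp dsDNA substrate; Compound: 10 µM final, single point; Schedule: 37 °C 15-min filament assembly, 30-min compound preincubation, 15-min exchange; Technique: FRET fluorescence, excitation 485 nm, emission 520 nm; Benchmarks: control wells and blank wells on each plate.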
m-calpain inh: calpain II (pig) inhibition. 0.37% of 220,000 active. purified calpain II, fluorogenic peptide substrate, 30 min. AID 1236. inhibition, % at 16 µM;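 active = inhibition above about 50%, limit read from the data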
14-3-3 Bad PPI: disrupts binding of bovine 14-3-3 zeta to phospho-Bad peptide; TR-FRET 14-3-3zeta/Dy647-pBad peptide displacement, 1 h; inhibition, % at 21.7 µM; 0.71% of 220,000 active; AID 781;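 active = inhibition above about 70%, limit read from the data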;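 also: 0% = full 14-3-3 plus peptide FRET controls and 100% = background without 14-3-3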
zVAD death inh: blocks zVAD induced death of L929 cells; L929 zVAD necroptosis rescue, ATP luminescence, 24 h; with zVAD 60 µM; 0.38% of 220,000 active; AID 1377; viability rescue, % at 10 µM;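 active = activation, scaled between plate controls, above about 75%, limit read from the data; inactive = activation under that limit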;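 also: 0% = zVAD with DMSO and 100% = DMSO alone without zVAD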
TbHK1 inh: blocks Trypanosoma brucei hexokinase 1 activity | recombinant TbHK1, G6PDH-coupled NADH A340 | inhibition, % at 10 µM | 0.11% of 220,000 active | AID 1430;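 active = inhibition of 50% or more in the single-dose primary screen; inactive = inhibition below 50%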
PGE2 EP2 inh: EP2 receptor (human) inhibition | P43116 | C6 glioma cells expressing human EP2, cAMP TR-FRET; cells stimulated with saturating PGE2 | inhibition, % at 25 µM | 0.52% of 260,000 active | AID 1422;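 active = percent inhibition above 40 after rounding to a whole number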;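 also: rat C6 glioma host cells with rolipram phosphodiesterase inhibitor present; the protocol text gives 20 µM as final concentration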
EP2 modulator: EP2 receptor (human) modulation | EP2-expressing cells, cAMP HTRF FRET, PGE2 co-stimulation | 0.83% of 260,000 active | P43116 | induction, % at 25 µM;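 active = compounds whose cAMP rise, as percent of the full-agonist control response, exceeds 60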;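 also: rat C6 glioma line stably carrying human EP2 under a CMV promoter; the protocol text gives 20 µM as final concentration; 100% = response of wells given 1 µM PGE2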
Hck-Nef inh: blocks Nef-activated human Hck kinase. AID 463187. P08631. inhibition, % at 20 µM. 0.68% of 220,000 active. Recombinant Hck-YEEI plus Nef, Z-Lyte FRET kinase assay;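 active = Hck-Nef kinase inhibition above about 50%, limit read from the data; inactive = inhibition below that limit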;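 also: 0% = DMSO with Hck plus Nef and 100% = Hck alone without Nef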
Starred values were filed as active, the others as inactive; & = joins results of further samples; [ ] = remark or other dose. An excerpt. The share of hits here may be higher or lower than overall.

Results for CC(C)C(NC(=O)c1ccc(Br)cc1)C(=O)NC1=NCCS1 (stereo not given) ?
eIF4E 4G PPI: 1; m-calpain inh: 10; 14-3-3 Bad PPI: -5; zVAD death inh: 0.3; TbHK1 inh: -5; PGE2 EP2 inh: 3; EP2 modulator: -8; Hck-Nef inh: 1

How did CC1CCN(c2nc3c(c(=O)[nH]c(=O)n3C)n2Cc2ccccc2Cl)CC1 do in these assays?
eIF4E 4G PPI: -4; Rad51 HR inh: -5; m-calpain inh: 13; 14-3-3 Bad PPI: 2; zVAD death inh: -0.8; TbHK1 inh: -7; PGE2 EP2 inh: 9&6; EP2 modulator: 37&14; Hck-Nef inh: 0

What do the screens show for `Cc1ccc(S(=O)(=O)Nc2c(C)ccc3nsnc23)cc1`?
eIF4E 4G PPI: 4; Rad51 HR inh: -3; m-calpain inh: 14; 14-3-3 Bad PPI: -14; zVAD death inh: -0.1; TbHK1 inh: -2; PGE2 EP2 inh: 7; EP2 modulator: 18; Hck-Nef inh: 6

What do the screens show for `O=C(NC1CCCC1)C(c1ccncc1)N(Cc1ccccc1)C(=O)Cc1cccs1` (stereo not given)?
eIF4E 4G PPI: 1; Rad51 HR inh: -5; m-calpain inh: 19; 14-3-3 Bad PPI: -8; zVAD death inh: -0.3; TbHK1 inh: 1; PGE2 EP2 inh: -2; EP2 modulator: 10; Hck-Nef inh: 0

How did COc1cccc2cc(C(C)N(CCCN3CCOCC3)C(=S)Nc3ccc(C)cc3)oc12 (stereo not given) do in these assays?
eIF4E 4G PPI: -2; Rad51 HR inh: -9; m-calpain inh: 18; 14-3-3 Bad PPI: 6; zVAD death inh: -0.7; TbHK1 inh: 3; PGE2 EP2 inh: 1; EP2 modulator: 7; Hck-Nef inh: 15

How did Oc1[nH]c2ccccc2c1OCc1ccncc1 do in these assays?
eIF4E 4G PPI: -2[fluorescence artefact?]; Rad51 HR inh: -2; m-calpain inh: -11; 14-3-3 Bad PPI: -6[fluorescence artefact?]; zVAD death inh: -0.4; TbHK1 inh: 6; PGE2 EP2 inh: 8; EP2 modulator: 14; Hck-Nef inh: -1

Results for O=C1CCn2nc(-c3ccc(Cl)cc3)cc2N1 ?
eIF4E 4G PPI: 1; Rad51 HR inh: -3; m-calpain inh: 23; 14-3-3 Bad PPI: -9; zVAD death inh: 0.4; TbHK1 inh: 7; PGE2 EP2 inh: 11; EP2 modulator: -21; Hck-Nef inh: 0

Results for Cc1cccc(Nc2nnc(SCC(=O)Nc3ncc(C(F)(F)F)cc3Cl)s2)c1C ?
eIF4E 4G PPI: 6; Rad51 HR inh: -10; m-calpain inh: -1; 14-3-3 Bad PPI: 14; zVAD death inh: -0.2; TbHK1 inh: 5; PGE2 EP2 inh: 6; EP2 modulator: -5; Hck-Nef inh: 3

Results for CCn1c(CCCNC(=O)c2cccs2)nc2ccccc21 ?
eIF4E 4G PPI: -1[fluorescence artefact?]; Rad51 HR inh: -5; m-calpain inh: -7; 14-3-3 Bad PPI: 9; zVAD death inh: 0.7; TbHK1 inh: 2; PGE2 EP2 inh: 5; EP2 modulator: -26; Hck-Nef inh: 5

How did CC(=O)Cc1nsc(NC(=O)c2cccs2)n1 do in these assays?
eIF4E 4G PPI: -5; Rad51 HR inh: 0; m-calpain inh: -7; 14-3-3 Bad PPI: 2; zVAD death inh: 0.1; TbHK1 inh: -25; PGE2 EP2 inh: 5; EP2 modulator: 34; Hck-Nef inh: -2

What do the screens show for `CCn1c(COc2ccc3c(c2)CCCC3)nnc1SCC(=O)Nc1nccs1`?
eIF4E 4G PPI: 2; Rad51 HR inh: 0; m-calpain inh: 21; 14-3-3 Bad PPI: 6; zVAD death inh: 0.3; TbHK1 inh: 1; PGE2 EP2 inh: 4; EP2 modulator: 6; Hck-Nef inh: 1

Results for Cc1cc2oc(C(=O)NCc3ccncc3)c(C)c2cc1C ?
eIF4E 4G PPI: 0; Rad51 HR inh: -1; m-calpain inh: -20; 14-3-3 Bad PPI: 1; zVAD death inh: 6.3; TbHK1 inh: -2; PGE2 EP2 inh: 9; EP2 modulator: -4; Hck-Nef inh: 1

How did CCCCCCc1cc2cc(-c3nnc(-c4ccccc4OC)o3)c(=O)oc2cc1O do in these assays?
eIF4E 4G PPI: -90[fluorescence artefact?]; Rad51 HR inh: -335; m-calpain inh: -188; 14-3-3 Bad PPI: 3[fluorescence artefact?]; zVAD death inh: 0.1; TbHK1 inh: -9; PGE2 EP2 inh: 4; EP2 modulator: -42; Hck-Nef inh: 3

What do the screens show for `N#Cc1ccc(OCC(=O)Nc2cc(S(=O)(=O)N3CCOCC3)ccc2N2CCOCC2)cc1`?
eIF4E 4G PPI: -3; Rad51 HR inh: -6; m-calpain inh: 3; 14-3-3 Bad PPI: 1; zVAD death inh: 0.3; TbHK1 inh: -4; PGE2 EP2 inh: 7; EP2 modulator: 37; Hck-Nef inh: 1

How did O=C(O)c1c(F)c(F)cc2ccccc12 do in these assays?
eIF4E 4G PPI: 5; m-calpain inh: -8; 14-3-3 Bad PPI: 1; zVAD death inh: 0.1; TbHK1 inh: 0; EP2 modulator: 0; Hck-Nef inh: 1

The final two records of the section above are carried over, then new ones follow.
What do the screens show for `N#Cc1ccc(OCC(=O)Nc2cc(S(=O)(=O)N3CCOCC3)ccc2N2CCOCC2)cc1`?
eIF4E 4G PPI: -3; Rad51 HR inh: -6; m-calpain inh: 3; 14-3-3 Bad PPI: 1; zVAD death inh: 0.3; TbHK1 inh: -4; PGE2 EP2 inh: 7; EP2 modulator: 37; Hck-Nef inh: 1

How did O=C(O)c1c(F)c(F)cc2ccccc12 do in these assays?
eIF4E 4G PPI: 5; m-calpain inh: -8; 14-3-3 Bad PPI: 1; zVAD death inh: 0.1; TbHK1 inh: 0; EP2 modulator: 0; Hck-Nef inh: 1

How did C/C(=N\Nc1nc(-c2ccccn2)nc2ccccc12)c1ccc(F)cc1 do in these assays?
eIF4E 4G PPI: -9; Rad51 HR inh: 1; m-calpain inh: 20; 14-3-3 Bad PPI: -9; zVAD death inh: 12; TbHK1 inh: -3; PGE2 EP2 inh: 1; EP2 modulator: 12; Hck-Nef inh: 26

How did O=C(CCc1ccccc1)NC(NC(=S)Nc1ccc(Cl)cc1)C(Cl)(Cl)Cl (stereo not given) do in these assays?
eIF4E 4G PPI: -2[fluorescence artefact?]; Rad51 HR inh: 5; m-calpain inh: 11; 14-3-3 Bad PPI: 7[fluorescence artefact?]; zVAD death inh: -0.3; TbHK1 inh: -9; PGE2 EP2 inh: 23; EP2 modulator: 2; Hck-Nef inh: -2

How did O=C(Cn1cnc2c(cnn2-c2ccccc2Cl)c1=O)N1CCc2ccccc21 do in these assays?
eIF4E 4G PPI: 2; Rad51 HR inh: 1; m-calpain inh: -11; 14-3-3 Bad PPI: -9; zVAD death inh: 0.1; TbHK1 inh: 5; PGE2 EP2 inh: 9; EP2 modulator: -3; Hck-Nef inh: 0

What do the screens show for `COc1cccc2cc(-c3cn4ccc(C)cc4n3)c(=O)oc12`?
Rad51 HR inh: 8; zVAD death inh: -0.9; TbHK1 inh: -11; PGE2 EP2 inh: 1; Hck-Nef inh: 39

What do the screens show for `CCC(CC)c1nnc(NC(=O)[C@@H](NC(=O)c2cccc(C)c2)C(C)C)s1`?
eIF4E 4G PPI: -2; Rad51 HR inh: 0; m-calpain inh: 23; 14-3-3 Bad PPI: 2; zVAD death inh: 1.9; TbHK1 inh: -1; PGE2 EP2 inh: 3; EP2 modulator: 24; Hck-Nef inh: 0

What do the screens show for `NNS(=O)(=O)c1ccc(Sc2ccccn2)c([N+](=O)[O-])c1`?
eIF4E 4G PPI: -2; Rad51 HR inh: 1; m-calpain inh: -11; 14-3-3 Bad PPI: -13; zVAD death inh: -0.7; TbHK1 inh: -10; PGE2 EP2 inh: 9; EP2 modulator: -12; Hck-Nef inh: 4

How did O=C(OCc1ccccc1F)c1ccc2c(c1)OCCO2 do in these assays?
eIF4E 4G PPI: 1; Rad51 HR inh: -2; m-calpain inh: 27; 14-3-3 Bad PPI: -10; zVAD death inh: 0.0; TbHK1 inh: 1; PGE2 EP2 inh: 25; EP2 modulator: 5; Hck-Nef inh: 1

What do the screens show for `NS(=O)(=O)c1cccc(NS(=O)(=O)c2ccc(/C=C/C(=O)OCC(=O)c3ccccc3)cc2)c1`?
eIF4E 4G PPI: 5; Rad51 HR inh: -7; m-calpain inh: -39; 14-3-3 Bad PPI: -14; zVAD death inh: 2.2; TbHK1 inh: -3; PGE2 EP2 inh: 4; EP2 modulator: 0; Hck-Nef inh: 28

Results for Cc1ccc(C(=O)N/C(=C/c2ccco2)C(=O)O)cc1 ?
eIF4E 4G PPI: 10; Rad51 HR inh: -3; m-calpain inh: -10; 14-3-3 Bad PPI: -1[fluorescence artefact?]; zVAD death inh: 0.6; TbHK1 inh: -10; PGE2 EP2 inh: 14; EP2 modulator: 14; Hck-Nef inh: 0

Results for COc1ccccc1NC(=O)N1CCN(c2ccc(F)cc2)CC1 ?
eIF4E 4G PPI: 2; Rad51 HR inh: -8; m-calpain inh: -16; 14-3-3 Bad PPI: -10; zVAD death inh: -0.7; TbHK1 inh: -2; PGE2 EP2 inh: 11; EP2 modulator: 15; Hck-Nef inh: 6

Results for O=S(=O)(Nc1cccc(C(F)(F)F)c1)c1cccnc1 ?
eIF4E 4G PPI: -1[fluorescence artefact?]; Rad51 HR inh: 8; m-calpain inh: 5; 14-3-3 Bad PPI: -4; zVAD death inh: 0.1; TbHK1 inh: 2; PGE2 EP2 inh: 10; EP2 modulator: 11; Hck-Nef inh: -2

What do the screens show for `COc1ccc(NC(=O)NC23CC4(C)CC(C)(CC(C)(C4)C2)C3)cc1`?
eIF4E 4G PPI: 0; Rad51 HR inh: -2; m-calpain inh: 30; 14-3-3 Bad PPI: 13[fluorescence artefact?]; zVAD death inh: 76*; TbHK1 inh: 9; PGE2 EP2 inh: 14; EP2 modulator: -52; Hck-Nef inh: 0

What do the screens show for `Cc1cc(OC(=O)c2ccco2)c(Sc2ccccc2[N+](=O)[O-])c(=O)o1`?
eIF4E 4G PPI: 1; Rad51 HR inh: 10; m-calpain inh: 35; 14-3-3 Bad PPI: 10; zVAD death inh: 2.2; TbHK1 inh: -1; PGE2 EP2 inh: 4; EP2 modulator: 3; Hck-Nef inh: 25

What do the screens show for `Cc1cccc(N2CCN(C(=O)C3CCN(S(=O)(=O)c4cccnc4)CC3)CC2)c1C`?
eIF4E 4G PPI: 5; Rad51 HR inh: -6; m-calpain inh: 10; 14-3-3 Bad PPI: 1; zVAD death inh: 0.2; TbHK1 inh: -4; PGE2 EP2 inh: 12; EP2 modulator: 9; Hck-Nef inh: 1

What do the screens show for `Nc1c(C(=O)Nc2ccccc2)sc2nc3c(c(-c4ccco4)c12)CCC3`?
eIF4E 4G PPI: 2; Rad51 HR inh: -6; m-calpain inh: -136; 14-3-3 Bad PPI: 8; zVAD death inh: 0.7; TbHK1 inh: -6; PGE2 EP2 inh: 9; EP2 modulator: -14; Hck-Nef inh: -1

Results for COc1ccc(NC(C)=O)cc1NC(=O)CSc1nc2ncccc2[nH]1 ?
eIF4E 4G PPI: -8[fluorescence artefact?]; Rad51 HR inh: -1; m-calpain inh: -23; 14-3-3 Bad PPI: -3[fluorescence artefact?]; zVAD death inh: -0.3; TbHK1 inh: 4; PGE2 EP2 inh: 14; EP2 modulator: 2; Hck-Nef inh: 1

Results for Cn1c(Cn2cnc3ccccc32)nnc1SCC(=O)CC(=O)Nc1ccccc1 ?
eIF4E 4G PPI: 2; Rad51 HR inh: 3; m-calpain inh: 12; 14-3-3 Bad PPI: 1; zVAD death inh: 0.0; TbHK1 inh: 3; PGE2 EP2 inh: 13; EP2 modulator: 0; Hck-Nef inh: 0

How did CC(Cc1ccccc1)(NC(=O)CN)c1ccccc1 (stereo not given) do in these assays?
eIF4E 4G PPI: 5; Rad51 HR inh: -7; m-calpain inh: 9; 14-3-3 Bad PPI: 0; PGE2 EP2 inh: 14
